hIAP block: human IAP inhibition; hit rate 0.12% among 330,000; AID 2544; P09923; inhibition, % at 10 µM; purified IAP, CDP-Star luminescence, 30 min;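 active = inhibition reaching a set limit with compound at 10 µM in the primary screen, cut at about 35% in these data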;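 note: plate controls were DMSO wells with enzyme for no effect and no-enzyme buffer wells for full effect; values of inactives mirror those of a sister screen read the other way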
A3A deaminase: inhibitors of human APOBEC3A DNA deaminase. recombinant A3A, FAM/TAMRA ssDNA deamination fluorescence. hit rate 0.41% among 330,000. inhibition, % at 20 µM. P31941. AID 493011;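 active = at least 40% inhibition at 20 µM here, with at most 30% in a related deaminase screen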;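 note: plate controls were A3A with DMSO for no effect and wells lacking A3A enzyme for full effect; some results filed as inactive read as strong as hits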
Target sequence (P31941 whole entry, looked up): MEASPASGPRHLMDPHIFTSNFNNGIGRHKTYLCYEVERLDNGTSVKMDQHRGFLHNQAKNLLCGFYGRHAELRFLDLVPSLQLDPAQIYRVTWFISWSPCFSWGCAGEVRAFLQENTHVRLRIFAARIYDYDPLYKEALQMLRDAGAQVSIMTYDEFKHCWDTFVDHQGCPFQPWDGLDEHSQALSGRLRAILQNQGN
mIAP inh: mouse IAP inhibition | purified mouse IAP, CDP-Star luminescence, 30 min | inhibition, % at 10 µM | hit rate 0.2% among 330,000 | AID 2806;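 active = inhibition of at least 40% at 10 µM in the primary screen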;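 note: plate controls were DMSO with enzyme for no effect and no enzyme wells for full effect; values of inactives mirror those of a sister screen read the other way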
MIN6 prolif: MIN6 beta-cell proliferation induction | MIN6 cells proliferation, ATPlite luminescence, 48 h; cells starved in 0.2% serum; 100% = growth in 10% serum | proliferation, % at 10 µM | hit rate 0.29% among 330,000 | AID 2380;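 active = compounds whose signal lies at least 3.5 SD above the mean of all wells on their plate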;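 note: 0% = DMSO-treated cells in low-serum medium and 100% = 10% serum control; some compounds called inactive have numbers as strong as hits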
tim10-1 inh: growth inhibitors of tim10-1 mutant yeast. inhibition, % at 20 µM. S. cerevisiae tim10-1 ts strain growth, BacTiter-Glo, 24 h. hit rate 2.2% among 330,000. AID 463190;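 active = inhibition of at least 40%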;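 note: mutant grown at 25 °C; 0% = DMSO wells with yeast and 100% = wells holding no yeast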
APOBEC3G inh: APOBEC3G (human) deaminase inhibition; inhibition, % at 20 µM; AID 493012; hit rate 0.28% among 330,000; Q9HC16; recombinant A3G, ssDNA deamination FAM/TAMRA fluorescence;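 active = inhibition of at least 40% at 20 µM, with no more than 30% in the related APOBEC3A deaminase screen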;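 note: plate controls were DMSO wells with A3G for no effect and wells lacking A3G enzyme for full effect; some compounds called inactive have numbers as strong as hits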
Target sequence (Q9HC16 whole entry, looked up): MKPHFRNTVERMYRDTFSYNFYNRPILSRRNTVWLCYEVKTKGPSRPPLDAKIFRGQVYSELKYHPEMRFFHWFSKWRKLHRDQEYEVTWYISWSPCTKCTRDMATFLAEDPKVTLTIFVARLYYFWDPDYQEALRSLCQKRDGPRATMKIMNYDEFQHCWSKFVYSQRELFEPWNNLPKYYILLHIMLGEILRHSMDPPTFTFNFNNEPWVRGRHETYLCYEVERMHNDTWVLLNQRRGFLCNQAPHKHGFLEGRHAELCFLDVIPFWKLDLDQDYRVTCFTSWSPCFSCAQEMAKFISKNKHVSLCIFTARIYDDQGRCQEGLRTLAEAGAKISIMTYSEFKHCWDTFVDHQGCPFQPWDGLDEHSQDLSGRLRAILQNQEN
NALP3 yeast inh: blocks the NALP3 inflammasome reconstituted in yeast | inhibition, % at 10 µM | hit rate 0.39% among 330,000 | Yeast reconstituted NLRP3/ASC/caspase-1, beta-gal luminescence, 24 h;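 active = inhibition of 50% or more; inactive = inhibition below 50%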;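 note: plate controls were induced DMSO wells for no effect and uninduced yeast grown without galactose for full effect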
TIM10 inh: growth inhibitors of TIM10 yeast strain; inhibition, % at 10 µM; hit rate 1.4% among 330,000; S. cerevisiae TIM10 strain growth, BacTiter-Glo luminescence, 24 h;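 active = inhibition of 40% or more at the single tested concentration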;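 note: wild-type TIM10 isogenic control strain grown at permissive 25 °C; 0% = DMSO yeast wells and 100% = minimal medium wells without yeast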
mIAP activ: increases mouse intestinal alkaline phosphatase activity; hit rate 0.24% among 330,000; muIAP, CDP-Star luminescence, 30 min; active compounds read high; 1 = vehicle-only enzyme signal, 0 = enzyme-free wells; activation factor at 10 µM;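 active = activation factor of at least 2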; note: the source names both 10 and 20 µM as test concentration; values of inactives mirror those of a sister screen read the other way
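Assay system: mouse IAP enzyme / Compound: DMSO-dissolved test compounds / Timing: 30 min, room temperature / Measured by: luminescence from enzymatic CDP-Star hydrolysis / Control set: DMSO-only wells, enzyme-free buffer wells as negative control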
Starred values were filed as active, the others as inactive.

Preview (eleven entries):
cpd	Structure	hIAP block	A3A deaminase	mIAP inh	MIN6 prolif	tim10-1 inh	APOBEC3G inh	NALP3 yeast inh	TIM10 inh	mIAP activ
1	Cc1ccc(/C=N/NC(=O)CSc2nc3ccccc3n2Cc2ccc(Cl)cc2)o1	2	11	4	-2	32	1	17	14	0.96
2	CC1CCN(C(=O)CCc2nnc3ccc(NCc4ccco4)nn23)CC1	1	2	-3	-2	3	0	10	-2	1
3	CSc1ccccc1NC(=O)c1cc(-c2cccnc2)nc2ccc(Br)cc12	0	-7	-6	-6	-11	-6	23	12	1.1
4	Cc1c(C(C)(C)O)[nH]c2ccc(C#N)cc12	4	-2	-11	-2	-15	-10	18	-8	1.1
5	Cc1ccc(C)c(OCC(=O)N(Cc2nnc(-c3ccccc3Cl)o2)C2CC2)c1	6	2	-2	-4	23	1	2	8	1
6	CC(=O)Nc1ccc(N2C(=O)CCC2=O)cc1C	20	-5	6	0	3	-1	18	5	0.94
7	Cc1cc2cc(CNC(=O)Nc3ccccc3)ccc2[nH]1	14	4	-1	-4	3	-3	22	19	1
8	CC1CCCC(NC(=O)CCCn2c(=O)[nH]c3cc(Cl)ccc3c2=O)C1C (stereo not given)	-18	3	-2	-1	15	2	10	8	1
9	Cc1ccc(N(CN2CCCC2=O)C(=O)c2ccccc2)cc1	-5	-1	-10	0	10	-3	7	-15	1.1
10	O=C(NC(=S)Nc1cc([N+](=O)[O-])ccc1O)c1ccc2c(c1)OCO2	-15	2	20	-7	-3	1	37	7	0.8
11	Cc1cc2ncn(S(=O)(=O)c3ccc(S(=O)(=O)N4CCOCC4)cc3)c2cc1C	-2	-3	0	-1	15	-7	11	-21	1

Main list, from the start:
cpd	Structure	hIAP block	A3A deaminase	mIAP inh	MIN6 prolif	tim10-1 inh	APOBEC3G inh	NALP3 yeast inh	TIM10 inh	mIAP activ
1	Cc1ccc(/C=N/NC(=O)CSc2nc3ccccc3n2Cc2ccc(Cl)cc2)o1	2	11	4	-2	32	1	17	14	0.96
2	CC1CCN(C(=O)CCc2nnc3ccc(NCc4ccco4)nn23)CC1	1	2	-3	-2	3	0	10	-2	1
3	CSc1ccccc1NC(=O)c1cc(-c2cccnc2)nc2ccc(Br)cc12	0	-7	-6	-6	-11	-6	23	12	1.1
4	Cc1c(C(C)(C)O)[nH]c2ccc(C#N)cc12	4	-2	-11	-2	-15	-10	18	-8	1.1
5	Cc1ccc(C)c(OCC(=O)N(Cc2nnc(-c3ccccc3Cl)o2)C2CC2)c1	6	2	-2	-4	23	1	2	8	1
6	CC(=O)Nc1ccc(N2C(=O)CCC2=O)cc1C	20	-5	6	0	3	-1	18	5	0.94
7	Cc1cc2cc(CNC(=O)Nc3ccccc3)ccc2[nH]1	14	4	-1	-4	3	-3	22	19	1
8	CC1CCCC(NC(=O)CCCn2c(=O)[nH]c3cc(Cl)ccc3c2=O)C1C (stereo not given)	-18	3	-2	-1	15	2	10	8	1
9	Cc1ccc(N(CN2CCCC2=O)C(=O)c2ccccc2)cc1	-5	-1	-10	0	10	-3	7	-15	1.1
10	O=C(NC(=S)Nc1cc([N+](=O)[O-])ccc1O)c1ccc2c(c1)OCO2	-15	2	20	-7	-3	1	37	7	0.8
11	Cc1cc2ncn(S(=O)(=O)c3ccc(S(=O)(=O)N4CCOCC4)cc3)c2cc1C	-2	-3	0	-1	15	-7	11	-21	1
12	O=[N+]([O-])c1cccc2nc(-c3ccccc3)c(-c3ccccc3)nc12	15	3	0	-5	4	-3	-23	10	1
13	COc1ccccc1CNc1ccc2c(c1)CCC2	2	-6	2	-3	-1	-7	18	-3	0.98
14	Nc1ccc(-c2nc3cc(N)ccc3n2CCO)cc1	11	1	2	-2	-7	-2	0	-9	0.98
15	O=C(CNC(=O)c1ccc2c(c1)OCCO2)N/N=C/c1ccc(O)cc1O	-73	-4	1	-4	19	-7	8	0	0.99
16	CCOC(=O)c1c(C)[nH]c(C(=O)COc2ccc3ccc(=O)oc3c2)c1C	-6	14	6	-3	-9	-2	4	7	0.94
17	CN1CCCC1CCNc1ccc2sc3ccccc3c(=O)c2c1 (stereo not given)	0	-5	-4	-8	24	-14	11	21	1
18	COc1ccc(C(C(=O)NC(C)(C)C)N(C(=O)CCC(=O)Nc2ccccn2)C2CCCCC2)cc1 (stereo not given)	-6	-2	4	2	9	-6	5	-12	0.96
19	O=C(Nc1ccc2c(c1)OCO2)OCc1ccccc1	3	6	21	-4	33	-1	5	4	0.79
20	Cc1ccc2c(C)c(C(=O)NCCN3CCCC(O)C3)oc2c1C (stereo not given)	-16	-2	0	3	14	-6	16	-5	1
21	COc1ccc(NC(=O)C2(c3ccc(NC(=O)c4ccc(OC(C)=O)cc4)cc3)CCCC2)cc1	3	2	-3	1	10	-2	-1	-8	1
22	O=C(CN1C(=O)/C(=C/c2ccc(F)cc2)SC1=S)N1CCN(CCc2ccccn2)CC1	-7	0	7	-6	33	4	20	19	0.93
23	COc1ccc(CNC(=O)CCC(=O)Nc2nnc(C(C)C)s2)cc1	21	-2	1	-2	-8	-3	9	13	0.99
24	COc1ccc(CN(CC(=O)NC2CCCCC2)C(=O)CCC(=O)Nc2nccs2)cc1	-18	-2	-4	2	-10	-6	3	22	1
25	CC1CC(C)CN(C(=O)Cn2ncc3c([nH]c4ccccc43)c2=O)C1 (stereo not given)	17	-1	1	0	24	-5	17	0	0.99
26	O=C(c1ccccc1CCc1ccccc1)N1CCN(c2ccccn2)CC1	3	-5	8	-2	21	-7	8	22	0.92
27	Cc1ccc2[nH]c3c(=O)n4c(nc3c2c1)SCC4	12	-5	10	-2	45*	-5	5	25	0.9
28	Cn1c(=O)oc2cc(S(=O)(=O)N3CCC(C(=O)NCCc4ccccc4)CC3)ccc21	0	5	10	-3	-3	-1	6	-9	0.9
29	COCCCn1c(CCC(=O)O)ccc1-c1cccs1	-42	-1	-3	-2	17	-2	9	-10	1
30	CCOc1cc(C(=O)NCc2ccncc2)cc(OCC)c1OCC	3	1	5	0	10	-4	15	2	0.95

Brought forward from above: two compounds, then new ones.
cpd	Structure	hIAP block	A3A deaminase	mIAP inh	MIN6 prolif	tim10-1 inh	APOBEC3G inh	NALP3 yeast inh	TIM10 inh	mIAP activ
29	COCCCn1c(CCC(=O)O)ccc1-c1cccs1	-42	-1	-3	-2	17	-2	9	-10	1
30	CCOc1cc(C(=O)NCc2ccncc2)cc(OCC)c1OCC	3	1	5	0	10	-4	15	2	0.95
31	Cc1cccc(CN2CCc3c([nH]c4ccccc34)C2)c1	-4	3	5	0	33	-3	-4	29	0.95
32	C#CCSc1nnc(-c2cc3c(C(F)(F)F)nn(C)c3s2)n1C	-8	-5	0	-3	13	2	7	5	1
33	NC(=O)c1ccc(NCCCN2CCOCC2)c([N+](=O)[O-])c1	-4	-2	6	0	3	-7	4	-9	0.94
34	CCNC(=S)N/N=C/c1ccc(F)cc1	-2	-4	-9	-3	5	-5	23	-16	1.1
35	Cc1ccn2c(=O)nc(SCC(=O)NCc3ccccc3Cl)nc2c1	-7	2	8	-3	8	4	3	-3	0.92
36	CSc1ccc(C(=S)N2CCN(Cc3ccccc3)CC2)cc1	8	0	12	0	27	1	26	21	0.88
37	Cc1c(NC(=O)c2ccc(S(=O)(=O)Nc3ccccc3F)cc2)c(=O)n(-c2ccccc2)n1C	2	-2	-10	-2	-10	-7	6	-8	1.1
38	C=C(C)COc1ccc(-c2[nH]ncc2Oc2ccccc2OCC)c(O)c1	-84	-4	8	-6	30	-4	8	-6	0.92
39	NS(=O)(=O)c1ccc(CCNC(=O)CCCOc2ccccc2)cc1	-3	-1	2	-1	-9	-5	18	-1	0.98
40	N#Cc1ccsc1NC(=O)CCN1CCN(C(c2ccccc2)c2ccccc2)CC1	-9	-1	-8	-3	-80	-7	28	-36	1.1
41	CCN(CC(=O)Nc1ccccc1C(=O)OC)S(=O)(=O)c1ccccc1	13	-2	-2	-1	16	-1	11	1	1
42	O=C(Nc1ccccc1)C1CCCN(S(=O)(=O)c2ccc(-n3cnnn3)cc2)C1 (stereo not given)	14	-4	-6	-2	5	-8	-6	11	1.1
43	O=C(CSc1c2c(nc3ccc(Cl)cc13)CCCC2)NCc1ccco1	11	-3	11	-3	30	-2	16	17	0.89
44	C=C(C)COc1ccc(-c2nc(N)ncc2-c2ccc(Cl)cc2)c(O)c1	-9	-1	5	-5	-13	-8	-2	-5	0.95
45	Cc1ccc(-n2c(O)c(/C=N/NC(=O)C3COc4ccccc4O3)c3ccccc3c2=O)cc1 (stereo not given)	-67	-1	23	-6	8	-4	2	6	0.77
46	O=C(C1CCN(S(=O)(=O)c2ccccc2F)CC1)N1CCN(Cc2ccc3c(c2)OCO3)CC1	13	-1	-10	2	-16	-5	12	8	1.1
47	Cc1ccc(S(=O)(=O)c2nc(S(C)(=O)=O)sc2N2CCCCC2C)cc1 (stereo not given)	-12	-3	-2	7	42*	-4	-96	37	1
48	CCOC(=O)Cc1n[nH]c(=O)c2ccccc12	0	0	-6	-1	5	-2	13	-4	1.1
49	c1cc(CN2CCN(C3CCCCCC3)CC2)ccn1	-8	-6	18	-1	-4	-17	17	-9	0.82
50	CC(C(=O)N1CCOCC1)N1C(=O)C2C3CC(C(Br)C3Br)C2C1=O (stereo not given)	4	-3	1	0	3	-7	2	3	0.99
51	CCC(=O)c1cn(CC(=O)Nc2ccc(C)cc2)c2ccccc12	9	-3	-3	0	6	-9	7	-5	1
52	O=C(c1ccccc1)N1CCN(C(=S)NCc2ccc3c(c2)OCO3)CC1	18	-4	7	-2	9	-2	-15	7	0.93
53	CC(=O)Nc1ccc(S(=O)(=O)N2CCN(C(=O)Cc3ccccc3)CC2)cc1	1	3	4	-2	5	1	-12	-7	0.96
54	O=[N+]([O-])c1ccccc1S(=O)(=O)N1CCN(c2ccc(F)cc2)CC1	-11	-5	-5	-2	-6	-3	13	10	1.1
55	Cc1ccc(-n2ncc3c2ncn2c(C)nnc32)cc1C	-26	-6	2	0	11	-4	23	-4	0.98
56	CC1=C(C(=O)N(C)Cc2ccccc2)C2(CCC(C)CC2)OC1=O (stereo not given)	21	-6	2	-2	23	-3	-1	8	0.98
57	O=S(=O)(c1ccccc1)c1nc(-c2cccc(Cl)c2)oc1N1CCOCC1	-8	3	-11	2	21	7	19	8	1.1
58	Cc1ccc(N2Cc3ccccc3C2=S)cc1	-4	-1	2	-4	42*	-3	31	3	0.98
59	C=C(c1ccc(OC)cc1)c1ccc(OC)cc1	18	-1	-1	0	14	1	10	6	1
60	CCC(=O)NCCc1cc2ccc(C)cc2[nH]c1=O	-28	-3	-14	0	1	-12	5	9	1.1
61	O=C(O)COCC(=O)NCc1csc2ccccc12	-25	1	0	2	-6	-1	20	-9	1
62	Cc1ccc(S(=O)(=O)Cc2ccc(C(=O)NCc3ccc4c(c3)OCO4)o2)cc1	8	2	7	-3	17	-1	3	0	0.93
63	COc1ccc(-c2nc(-c3cccs3)c(-c3cccs3)[nH]2)cc1OC	5	0	6	-6	50*	-4	-55	36	0.94
